Dengue-2 NS5 capping: Dengue-2 NS5 methyltransferase inhibitors, primary screen, biochemical, confirmation dose response (AID 588689); one-dose inhibition, % at 25 µM; IC50 in µM for titrated hits; 340,000 tested, 0.3% active; Dengue-2 NS5 methyltransferase capping enzyme assay, biochemical; higher % means a stronger effect; in the data active means a potency from the dose series; inconclusive means inhibition above about 29% without an active follow-up result
GPR55 antagonists: GPR55 antagonists blocking LPI-driven arrestin recruitment, primary screen, imaging, U2OS, beta-arrestin-GFP, LPI agonist (AID 2013); U2OS GPR55 beta-arrestin-GFP translocation imaging, LPI antagonism; higher % means a stronger effect; inhibition, % at 10 µM; hits with a dose series show IC50 in µM; 290,000 tested, 0.13% active;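 active means spots per cell inhibited over 60%, with over 100 cells counted and total cytoplasm intensity under 500,000; inconclusive means wells with under 100 cells, flagged as likely toxic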;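 further: U2OS cells stably carrying GPR55 and arrestin-GFP stimulated by 5 µM LPI near EC80; imaged beta-arrestin-GFP aggregate spots per cell after agonist stimulation; plate controls were LPI-stimulated DMSO wells for no effect and DMSO wells without LPI for full effect; some results filed as inactive read as strong as hits; confirmed hits need IC50 under 10 µM and bright autofluorescent wells are also inconclusive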
SIAH1 antagonists: Siah-1 peptide-binding antagonists, primary screen, biochemical, fluorescence polarization, rhodamine-plectin, uHTS (AID 1817); Siah-1 / rhodamine-plectin peptide fluorescence polarization; higher % means a stronger effect; one-dose displacement, % at 20 µM; IC50 in µM for titrated hits; 290,000 tested, 0.02% active;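 active means displacement of at least 50% at 20 µM, with a fluorescence ratio check between 0.3 and a set limit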;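 further: plate controls were Siah plus tracer with DMSO for no effect and tracer alone without Siah for full effect; strong numbers were not always called active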
GPR35 arrestin U2OS: inhibition of zaprinast-stimulated GPR35 beta-arrestin translocation – imaging, U2OS, beta-arrestin-GFP, zaprinast agonist, primary screen (AID 2058). U2OS GPR35 beta-arrestin-GFP translocation imaging, zaprinast antagonism; higher % means a stronger effect. inhibition, % at 10 µM; hits with a dose series show IC50 in µM. 290,000 tested, 0.052% active;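 active means inhibition of at least 50% with at least 30 cells and total cytoplasm GFP at most 10,000,000; inconclusive means under 30 cells or total GFP of 10,000,000 plus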
UTI89 phage lysis: protection from phage-mediated lysis, alamar blue read-out – E. coli UTI89, K1F phage, bacterial capsule biogenesis inhibitors (AID 488966). E. coli UTI89 K1F phage lysis, alamar blue, 2 h; higher % means a stronger effect. inhibition, % at 100 µM, or IC50 in µM where a hit was titrated. 340,000 tested, 0.02% active;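 active means phage lysis inhibition, versus mean bacterial control, above a set limit; inconclusive means no clear call, values can overlap the other calls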;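 further: capsule biogenesis inhibitors block K1F phage lysis so surviving cells raise fluorescence; higher fluorescence means more inhibition of phage lysis; actives were called in the ten point dose series up to 300 µM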
NTR1 agonist: agonists of NTR1, primary screen, imaging, U2OS cells, beta-arrestin-GFP, high content (AID 493036); 330,000 tested, 0.17% active; NTR1-U2OS beta-arrestin-GFP spot imaging, agonist mode; activation, % at 20 µM;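 active means activation at or above 40% of the spot to cytoplasm intensity ratio, with at least 20 cells analyzed; inconclusive means wells under 20 cells, flagged as cytotoxic or low count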;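 further: 0% = DMSO without peptide and 100% = 100 nM NTR1 peptide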
Target sequence (P30989 whole entry, looked up): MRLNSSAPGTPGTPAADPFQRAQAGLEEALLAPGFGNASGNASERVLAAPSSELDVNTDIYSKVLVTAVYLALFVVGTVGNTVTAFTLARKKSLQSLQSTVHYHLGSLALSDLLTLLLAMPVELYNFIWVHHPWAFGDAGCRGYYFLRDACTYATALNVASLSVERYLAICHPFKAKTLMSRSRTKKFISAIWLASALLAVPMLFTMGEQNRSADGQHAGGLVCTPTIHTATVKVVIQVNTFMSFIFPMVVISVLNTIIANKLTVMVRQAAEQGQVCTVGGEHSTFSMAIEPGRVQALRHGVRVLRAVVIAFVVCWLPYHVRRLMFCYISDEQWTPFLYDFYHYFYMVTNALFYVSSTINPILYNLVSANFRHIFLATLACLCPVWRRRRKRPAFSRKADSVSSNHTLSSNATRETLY
HIV fusion peptide: inhibitors of HIV fusion peptide binding, primary screen, biochemical, uHTS, fluorescence dequenching (AID 1986). inhibition, % at 20 µM, or IC50 in µM where a hit was titrated. cell-free peptide binding, fluorescence dequenching, 30 min; higher % means a stronger effect. 290,000 tested, 0.3% active; in the data active means inhibition mostly above about 52%, no sharp cut-off; inactive means mostly below about 76%; further: some results filed as inactive read as strong as hits
AID2073: inhibitors of Mint1-CaV2.2 protein interaction, biochemical, HTRF (AID 2073). HTRF protein-protein interaction, Mint1-CaV2.2; higher % means a stronger effect. one-dose inhibition, % at 20 µM; IC50 in µM for titrated hits. 290,000 tested, 0.19% active; in the data active means inhibition mostly above about 51%, no sharp cut-off; inconclusive means no clear call, values can overlap the other calls; inactive means mostly below about 53%; further: some results filed as inactive read as strong as hits
GPR55 activation: GPR55 agonists via beta-arrestin recruitment, primary screen, imaging, U2OS cells, beta-arrestin-GFP redistribution (AID 1961) | U2OS GPR55 beta-arrestin-GFP redistribution imaging; higher % means a stronger effect | one-dose activation, % at 10 µM; EC50 in µM for titrated hits | 290,000 tested, 0.048% active;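 active means activation above 40% with more than 50 cells counted in the well; inconclusive means wells holding fewer than 50 cells, flagged as toxic or sparse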;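 further: U2OS osteosarcoma cells stably expressing GPR55 and beta-arrestin-GFP; plate controls were DMSO negative control for no effect and LPI positive control for full effect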
NTR1 agonist cell count 20 µM: second read-out of NTR1 agonist, no call of its own (marks repeat the call); cell count; measured here: cell count, cytotoxicity flag
Dengue-2 NS5 capping pilot replicate: second read-out of Dengue-2 NS5 capping, no call of its own (marks repeat the call); inhibition, %; measured here: pilot screen replicate inhibition
Numbers without * were called inactive; ? = inconclusive; / = no result given; [ ] = another dose, or the depositor's remark. No enrichment for hits; overall some 1.2% were active at least once.

SMILES	Dengue-2 NS5 capping	GPR55 antagonists	SIAH1 antagonists	GPR35 arrestin U2OS	UTI89 phage lysis	NTR1 agonist	NTR1 agonist cell count 20 µM	HIV fusion peptide	AID2073	GPR55 activation	others
CCOC(=O)c1c(C)[nH]c(C(=O)/C(C#N)=C/c2ccc(OC(F)F)c(OC)c2)c1C	0%	3%	3%	-11%	2.6%	2.8	37	22%	23%	0.4%
CCC1(C)SC(N)=NN1C(C)=O (configuration not stated)	-12%	0%	17%	4%	-0.6%	0.0	34	0.2%	23%	-0.1%
O=[N+]([O-])c1cnccc1Nc1ccc(Cl)cc1	2%	18%	1%	-5%	0.6%	1.5	47	-1.6%	7%	-0.1%
O=C(O)c1cccc(C(=O)c2cccc(C(=O)O)c2)c1	-6%	3%	5%	1%	-0.7%	0.8	44	0.7%	18%	0.3%
O=C(CCn1c(=S)oc2ccccc21)Nc1ccc(F)cc1	-6%	3%	4%	-14%	0.1%	1.6	70	4.3%	-8%	-0.4%
Cc1cc(C(=O)N2CCCC(C(=O)c3ccc(Oc4ccccc4)cc3)C2)n[nH]1 (configuration not stated)	-6%	26%	12%	-5%	-0.3%	1.0	53	-0.6%	17%	0.2%
C=CCn1c(SCc2ccccc2)nc(O)cc1=O	-1%	-10%	-3%	-11%	0.7%	-1.6	54	-0.5%	-1%	-0.1%
Cc1ccc2c(c1)C(O)(CC(=O)c1cccc(-n3cccc3)c1)C(=O)N2 (configuration not stated)	-2%	-8%	-2%	-7%	0.6%	1.6	57	-1.7%	2%	0.0%
CN1CCN(CCCNC(=O)c2ccc(CS(=O)(=O)c3ccc(Br)cc3)o2)CC1	-3%	-1%	-2%	-1%	5.2%	-1.1	52	-1.4%	2%	-0.2%
CSc1nc2nccc(-c3ccc(Oc4ccccc4)cc3)n2n1	1%	13%	0%	-6%	1.1%	16	36	-3.6%	2%	-0.2%
CN1CCCN(C(=O)c2ccc(Cl)c(S(=O)(=O)N(C)c3ccccc3)c2)CC1	-2%	11%	4%	-16%	0.1%	-2.0	42	2.6%	-8%	0.9%
Cc1ccc(CCNC(=O)c2cc(S(=O)(=O)N3CCCCC3)c[nH]2)cc1	-2%	-4%	2%	6%	0.2%	-0.7	57	1.6%	5%	-0.1%
O=c1[nH]c2ccc(Cl)cc2c(O)c1-c1ccccc1	5%	20%	2%	2%	0.2%	0.0	42	-1.8%	20%	-0.1%
O=C(N/N=C/c1ccccc1[N+](=O)[O-])c1ccc(CN2CCOCC2)cc1	13%	10%	-2%	3%	0.1%	0.0	77	-1.1%	15%	0.2%
CCNC(=O)COc1ccc(/C=C2\COc3ccccc3C2=O)cc1OC	10%	5%	-6%	0%	-0.8%	11	33	-0.1%	24%	0.6%
COc1cccc(C2=NOC(C(=O)Nc3cc(C)nn3-c3ccccc3)C2)c1OC (configuration not stated)	-3%	-8%	0%	-13%	2.3%	2.9	61	2.0%	-8%	-0.1%
Cc1c(C(=O)NC2CCOC2)oc2c(F)cccc12 (configuration not stated)	-18%	-8%	-4%	-24%	0.1%	-0.5	59	0.0%	8%	0.2%
Cc1ccc(-c2nc(C3CCCN(S(=O)(=O)c4ccc(C(C)(C)C)cc4)C3)no2)cc1 (configuration not stated)	-2%	5%	0%	9%	-0.3%	8.9	41	1.2%	-3%	0.3%
COc1cccc(CNS(=O)(=O)c2c(C)nc3scc(C)n3c2=O)c1	4%	7%	3%	-11%	0.3%	0.5	72	-0.4%	16%	0.3%
NC(=O)c1nsc(C(=O)N(c2ccccc2)C(C(=O)NC2CCCC2)c2ccc3ncccc3c2)c1N (configuration not stated)	-3%	8%	2%	25%	0.0%	0.1	63	6.5%	1%	-0.1%
Cc1nc(NC(=O)COC(=O)CCc2nc3ccccc3s2)c(Cl)cc1Cl	/	-6%	0%	0%	-0.4%	-1.5	74	-0.8%	2%	-0.3%
N#CC(c1ccc(Cl)cc1)c1cccc(Cl)n1 (configuration not stated)	3%	6%	3%	0%	0.7%	0.7	34	-0.9%	18%	-0.3%
CCCc1nc(SCC(=O)Nc2nc3c(s2)CCCC3)c2ccccc2n1	3%	-8%	-2%	16%	2.7%	7.3	63	0.6%	9%	-0.1%
Cc1ccc(OCCNC(=O)c2ccccc2O)cc1	-1%	2%	9%	-1%	0.2%	0.3	51	-1.3%	4%	0.2%	Dengue-2 NS5 capping pilot replicate=3.0
Cc1onc(-c2c(F)cccc2Cl)c1C(=O)Nc1cccc(Cn2cccn2)c1	-2%	2%	-2%	-2%	5.6%	0.8	48	-0.3%	8%	-0.1%

Later entries:
SMILES	Dengue-2 NS5 capping	GPR55 antagonists	SIAH1 antagonists	GPR35 arrestin U2OS	UTI89 phage lysis	NTR1 agonist	NTR1 agonist cell count 20 µM	HIV fusion peptide	AID2073	GPR55 activation	others
CCOC(=O)c1c(-c2ccccc2)csc1NC(=O)/C(C#N)=C/c1ccc(O)c(OC)c1	?	19%	-4%	2.8µM*	3.5%	/	/	78%*	39%	-0.1%
OCc1nc2ccccc2n1CCCOc1ccccc1	-6%	4%	-2%	2%	0.0%	-0.2	46	0.8%	21%	-0.1%
CS(=O)(=O)N(CC(=O)N1CCN(Cc2ccccc2)CC1)Cc1ccccc1	-1%	5%	2%	0%	7.1%	3.1	49	0.4%	2%	-0.3%
Cc1ccc2c(Cl)c(C(=O)NCC3CCCO3)sc2c1 (configuration not stated)	3%	6%	6%	-1%	5.3%	-2.3	50	0.2%	6%	0.3%
COC(=O)c1scc(S(=O)(=O)C(C)(C)C)c1N	2%	-7%	2%	-12%	0.6%	-0.9	51	-1.5%	-5%	0.2%
CCCN(CCC)C(=O)c1cc(-c2ccc3c(c2)OCO3)nc2ccccc12	-5%	-6%	0%	1%	3.1%	-1.4	41	-3.3%	6%	-0.1%
Cc1ccc(-c2ccccc2[C@@H]2C[C@H]3CN(C)C(=O)[C@]34CCCN24)o1	3%	-3%	-1%	-7%	3.4%	2.2	51	1.1%	3%	0.3%
CC(=O)Nc1ccc(NC(=O)CSc2nnc(CNc3ccc(F)cc3)n2CC2CCCO2)cc1 (configuration not stated)	-3%	9%	5%	16%	0.6%	0.1	33	0.3%	-6%	-0.4%
CCOC(=O)C1(Cc2ccccc2)CCN(Cc2ccc(COC)o2)CC1	-5%	7%	1%	-5%	-0.1%	-0.2	55	-0.7%	1%	-0.2%
CC(C)(C)OC(=O)N1CCC[C@H]1c1nnc(SCc2c(Cl)cccc2Cl)o1	4%	8%	5%	4%	-1.1%[50 µM]	4.2	50	1.4%	-2%	0.2%
CCCNC(=O)c1csc(Nc2cccc3ccccc23)n1	5%	2%	0%	5%	0.4%	4.4	53	-1.3%	0%	0.0%
O=C(CCc1c[nH]c2ccccc12)NCCOc1ccccc1	-10%	4%	2%	14%	0.0%	0.0	60	-2.0%	11%	0.2%
Cc1ccc(S(=O)(=O)N2CCc3ccccc3C2CC(=O)O)cc1 (configuration not stated)	-6%	2%	-2%	2%	-0.2%	-1.2	63	0.6%	-14%	0.7%
O=C(N=C1N=C2C=CC(Br)=CN2Cc2ccccc21)c1ccc([N+](=O)[O-])cc1[N+](=O)[O-]	-6%	-4%	1%	2%	-0.3%	5.6	51	-2.4%	-4%	-0.3%
CC(C)NC(=O)COC(=O)c1ccc(Cl)c(S(N)(=O)=O)c1	-2%	12%	6%	-5%	-0.2%	-0.8	63	0.9%	-1%	-0.2%
COc1cc(CN2CCN(C(=O)c3ccc(-c4ccccc4)cc3)CC2)cc(OC)c1OC	1%	3%	4%	-4%	-0.1%	1.0	53	2.0%	-16%	-0.1%
CN(CC(=O)N1CC=C(c2ccccc2)CC1)S(=O)(=O)c1ccc2c(c1)c(=O)n(C)c(=O)n2C	2%	-4%	-2%	0%	-1.1%	5.6	51	1.6%	-5%	0.3%
O=C1C(C=NCC2CCCO2)=C(O)c2ccccc21 (configuration not stated)	3%	7%	-5%	6%	-0.2%	2.1	59	-1.4%	8%	0.1%	Dengue-2 NS5 capping pilot replicate=-5.9
COc1ccc(S(=O)(=O)N2CCCC(N(C)CCc3ccccc3)C2)cc1OC (configuration not stated)	-3%	-5%	1%	-7%	-0.6%	2.4	67	-1.9%	0%	-0.4%
Cn1c(=O)cc(SCC(=O)NCC2CCCO2)c2ccc(Cl)cc21 (configuration not stated)	4%	-7%	-3%	-2%	-0.9%	0.1	90	-0.9%	-6%	0.6%
COc1ccc(CN2CCCC(CNC(=O)c3ccc(F)cc3)C2)cc1OC (configuration not stated)	-2%	19%	-6%	20%	0.3%	-0.7	36	-1.4%	0%	0.2%
COc1ccc(-c2nnc(SCC(=O)NC3CCCCC3)o2)cc1OC	4%	-4%	1%	4%	4.9%	-4.7	60	-3.0%	-5%	0.7%
CC(=O)c1ccc(OCc2cc(C(=O)NCCc3ccc(Cl)cc3)no2)cc1	-14%	9%	-3%	7%	0.0%	-0.8	49	-1.3%	17%	0.2%
Cn1c(=O)c2c([nH]c(=S)n2Cc2ccc(Cl)cc2)n(C)c1=O	-15%	-3%	2%	-7%	-0.6%	-0.9	66	3.3%	36%	-0.3%
CC(C)CCNC(=O)C(=O)Nc1cc2c3c(c1)CC(=O)N3CCC2	-5%	5%	-2%	3%	0.2%	2.1	67	0.3%	3%	-0.3%
Cc1cc(NS(=O)(=O)c2ccccc2)n(-c2ccccc2)n1	-3%	12%	3%	-3%	-0.3%	-1.2	97	1.6%	6%	-0.1%
O=C(O)CCc1ccc(S(=O)(=O)NCCc2ccccc2)cc1	-4%	16%	4%	16%	1.4%	1.7	68	0.1%	4%	0.2%
Cc1c(Cl)ccc(S(=O)(=O)NCCCn2ccnc2)c1Cl	5%	5%	2%	-15%	0.1%	3.8	46	-0.6%	5%	0.7%	Dengue-2 NS5 capping pilot replicate=3.3
CC12CCC(C(=O)NCc3ccc4c(c3)OCO4)(C(=O)C1=O)C2(C)C (configuration not stated)	-5%	-6%	-2%	-18%	0.9%	0.9	65	-1.9%	-12%	0.3%
Clc1ccc(Cl)c(OCCCCN2CCCCC2)c1	-2%	21%	2%	-12%	0.2%	-0.1	51	1.6%	4%	0.1%
